Tat transport: E. coli Tat transport inhibition. E. coli MC4100 TorA-mCherry Tat export, fluorescence. hit rate 0.036% among 340,000. inhibition, % at 10 µM;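 active means mean replicate inhibition at least 50% and at least half of replicates individually reaching 50%; inconclusive means only one of the two criteria met; inactive means neither criterion met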;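 further: exported cargo escapes ClpAP degradation while cytoplasmic cargo is degraded and loses fluorescence; 0% = median of neutral control wells and 100% = median of NaSCN control wells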
PfHsp90 yeast 2: reduces growth (ATP signal) of yeast expressing P. falciparum Hsp90. inhibition, % at 9.4 µM. S. cerevisiae expressing PfHsp90, BacTiter-Glo ATP, 48 h; yeast lacking PDR1 and PDR3 efflux regulators. AID 504621. hit rate 0.32% among 310,000;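 active means every replicate shows inhibition above about 80%, whatever the replicate mean, limit read from the data; inconclusive means mean inhibition reaches the set limit but some replicate falls short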;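 further: 0% = DMSO neutral controls and 100% = 20 µM radicicol positive controls; yeast relying on Plasmodium falciparum Hsp90 in place of its own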
AddAB inh: less growth of phage-infected E. coli with AddAB. inhibition, % at 11.9 µM. E. coli expressing H. pylori AddAB, absorbance growth. hit rate 0.29% among 330,000; in the data active means inhibition above about 12%;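 further: 0% = vehicle wells of infected cells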
Rtt109 HAT inh: inhibitors of Candida albicans Rtt109/Vps75 histone acetyltransferase; Q5AAJ8; purified Rtt109/Vps75, ThioGlo CoA-SH fluorescence, 4 h; inhibition, % at 34.9 µM; hit rate 0.16% among 330,000;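 active means inhibition of at least 50% in every replicate; inconclusive means best replicate reaches 50% inhibition but some replicates fall short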
Target sequence (Q5AAJ8 whole entry, looked up): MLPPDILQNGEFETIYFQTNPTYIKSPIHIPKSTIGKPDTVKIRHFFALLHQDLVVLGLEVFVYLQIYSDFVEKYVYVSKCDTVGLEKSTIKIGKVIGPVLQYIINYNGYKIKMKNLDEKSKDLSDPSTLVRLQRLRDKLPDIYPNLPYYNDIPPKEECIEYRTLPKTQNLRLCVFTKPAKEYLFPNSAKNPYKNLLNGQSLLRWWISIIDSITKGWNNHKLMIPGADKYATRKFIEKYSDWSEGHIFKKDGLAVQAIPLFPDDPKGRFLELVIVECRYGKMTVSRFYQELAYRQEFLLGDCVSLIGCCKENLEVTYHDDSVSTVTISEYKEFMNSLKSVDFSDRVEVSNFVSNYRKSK
Wnt bcat act: activates Wnt/beta-catenin signaling in a reporter cell assay; activator, plate reader; activation, % at 9.35 µM; hit rate 1.2% among 300,000; in the data active means activation above about 30%, passing the limit was not always enough; inconclusive means no clear call, values can overlap the other calls;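 further: 0% = neutral control wells and 100% = positive control wells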
CAL PDZ inh: human CAL PDZ-peptide interaction inhibition | inhibition, % at 20 µM | Q9HD26 | purified CAL PDZ, TMR-peptide fluorescence polarization, 1 h | hit rate 0.02% among 330,000;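 active means highest replicate inhibition of at least 40%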;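 further: plate controls were DMSO neutral control wells for no effect and unlabeled competitor peptide control wells for full effect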
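Assay system – tagged CAL PDZ protein CerCALP, purified · Timing – 1 h at RT · Compound – single point, 20 µM · Measured by – fluorescence polarization from S- and P-plane intensities, G-factor corrected · Evaluation – inhibition from polarization loss · Probe or stimulus – TMR reporter peptide T*-PRC34 · Buffer or medium – pH 7.4 phosphate-saline buffer, reducing agent, detergent, IgG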
DAGLB inh: diacylglycerol lipase beta (human) inhibition. hit rate 0.059% among 340,000. inhibition, % at 5.17 µM. Q8NCG7. HEK293T DAGLB membrane lysate, EnzChek fluorogenic substrate. AID 504411; in the data active means inhibition above about 34%;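 further: 0% = enzyme with vehicle and 100% = wells lacking enzyme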
Target sequence (Q8NCG7 whole entry, looked up): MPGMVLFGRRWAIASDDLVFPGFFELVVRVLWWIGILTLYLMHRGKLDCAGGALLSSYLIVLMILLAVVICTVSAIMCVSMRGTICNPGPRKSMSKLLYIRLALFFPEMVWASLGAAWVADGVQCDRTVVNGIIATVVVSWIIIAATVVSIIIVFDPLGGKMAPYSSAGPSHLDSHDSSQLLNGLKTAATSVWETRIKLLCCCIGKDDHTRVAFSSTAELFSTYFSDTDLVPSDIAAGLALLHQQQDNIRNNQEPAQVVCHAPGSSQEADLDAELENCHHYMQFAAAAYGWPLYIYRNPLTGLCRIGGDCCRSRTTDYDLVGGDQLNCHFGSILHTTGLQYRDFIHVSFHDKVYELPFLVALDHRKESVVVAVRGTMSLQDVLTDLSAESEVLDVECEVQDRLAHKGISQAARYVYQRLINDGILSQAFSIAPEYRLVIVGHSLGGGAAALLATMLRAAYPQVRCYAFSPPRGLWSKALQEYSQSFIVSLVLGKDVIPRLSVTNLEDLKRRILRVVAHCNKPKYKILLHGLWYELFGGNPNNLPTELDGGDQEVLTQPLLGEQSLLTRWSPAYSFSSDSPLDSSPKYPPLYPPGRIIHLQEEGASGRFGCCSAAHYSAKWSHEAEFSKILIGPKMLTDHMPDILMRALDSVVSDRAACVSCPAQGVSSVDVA
phage Ecoli inh: E. coli growth loss with phage present; growth absorbance; inhibition, % at 11.9 µM; hit rate 0.26% among 360,000; AID 651602; in the data active means inhibition above about 11%
Ecoli viability: reduces bacterial viability in AddAB counter-screen. E. coli V3065 growth, OD600 absorbance, 18 h. inhibition, % at 11.9 µM. hit rate 0.27% among 330,000;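 active means inhibition above the campaign's mean inhibition across all tested compounds plus 3 SD, cut at about 9.9% in these data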;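 further: uninfected addAB+ strain grown without phage in ampicillin broth; 0% = DMSO wells and 100% = ciprofloxacin 0.95 µg/ml wells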
PvdQ acylase: blocks Pseudomonas aeruginosa PvdQ acylase activity; purified PvdQ acylase, fluorescence plate reader; hit rate 0.063% among 340,000; inhibition, % at 10 µM; AID 488965; in the data active means inhibition above about 30%, passing the limit was not always enough; inconclusive means no clear call, values can overlap the other calls;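 further: 0% = vehicle neutral wells and 100% = reference inhibitor wells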
Numbers without * were called inactive; ? = inconclusive; . = not tested or not shown.

SMILES	Tat transport	PfHsp90 yeast 2	AddAB inh	Rtt109 HAT inh	Wnt bcat act	CAL PDZ inh	DAGLB inh	phage Ecoli inh	Ecoli viability	PvdQ acylase
O=C(NCC1COc2ccccc2O1)c1cc2ccccc2o1 (stereo not drawn)	7	-17	7.8	2	2	.	-10	1.6	0.9	-21
Cc1cc(N2CCC(C(=O)N3CCN(c4cccc(C)c4C)CC3)CC2)n2ncnc2n1	-5	.	1.3	8	.	-2.3	1	2.2	2.1	3
Cc1ccc(NC(=O)c2ccc(=O)[nH]n2)cc1S(=O)(=O)Nc1ccccc1Cl	12	-4	2.2	3	-1	1.7	0	1.5	2.1	-8
CN1CCc2c(sc3nc(SCC(N)=O)n(-c4ccccc4)c(=O)c23)C1	-2	-6	0.0	-138	.	-6.0	-1	2.3	1.4	-1
COc1cc(CCC(=O)NCc2ccc(Cl)cc2)cc(OC)c1OC	1	1	-0.6	-2	-3	-0.5	0	-1.7	0.0	-3
Cc1ccc(NC(=O)C2CCN(S(=O)(=O)c3ccc4c(c3)CCCC(=O)N4)CC2)c(Br)c1	0	5	1.0	0	-4	-1.5	-1	-0.9	-1.3	-31
COc1ccccc1N1CCN(C2CCCCC2NS(=O)(=O)c2ccccc2)CC1 (stereo not drawn)	2	-14	1.4	22	1	-1.3	0	1.7	0.4	-4
Cc1[nH]nc(-c2ccc(O)c(C)c2O)c1Oc1ccccc1	5	2	0.1	4	.	-1.0	-3	5.1	0.2	7
O=c1onc(-c2c(F)cccc2F)n1-c1ccccc1Cl	1	2	2.2	1	1	-0.7	-4	1.7	-1.9	-18
COc1ccc(CNC(=O)CCS(=O)(=O)c2ccc3c(c2)oc(=O)n3C)cc1	2	22	1.0	-4	-5	-0.7	1	-2.9	0.2	-11
COc1ccc2nc3sc(C(=O)N4CCN(C)CC4)cc3cc2c1	-4	0	0.2	3	.	-0.3	-1	3.0	-2.8	-3
CN=C1NC(C)(C)C2CCC(C)(CC2)S1	-3	3	.	5	-3	-0.6	-4	5.4	.	-3
COc1ccc(N2CC(C(=O)N3CCc4ccccc43)CC2=O)cc1 (stereo not drawn)	6	-5	-1.5	-4	-3	-2.3	2	2.3	-1.8	-12
O=C(NCC1CCCO1)c1nn2c(C(F)(F)F)cc(-c3ccco3)nc2c1Cl (stereo not drawn)	-2	17	-1.9	-7	1	-2.7	0	0.6	-1.5	-16
COC(=O)c1c(C)[nH]c(C(=O)OC(C)C(=O)N2CCOCC2)c1C (stereo not drawn)	3	.	-1.7	1	-3	-1.4	-1	0.5	0.5	-12
N#C/C(=C\c1c(Oc2ccccc2Cl)nc2ccccn2c1=O)C(=O)NC1CCS(=O)(=O)C1 (stereo not drawn)	1	0	0.7	0	-1	-2.3	1	0.6	-0.8	-3
Cc1nc(Nc2ccc3c(c2)OCCO3)c2oc3ccccc3c2n1	-3	8	-0.7	11	.	-1.4	5	2.7	0.4	4
CCCn1c(SC(C)C(=O)NCC2CCCO2)nc2sc(CC)cc2c1=O (stereo not drawn)	-1	23	2.1	2	-2	-2.0	-4	1.1	-3.2	7
COc1ccc(C(=O)Cn2c(C(=O)/C=C/c3ccccc3)nc3ccccc32)cc1	-7	-19	1.8	.	.	-2.8	-1	3.1	-1.1	9
CC(C(=O)O)n1cc(C#N)c(=O)[nH]c1=O (stereo not drawn)	10	-1	.	0	0	0.2	-2	2.7	.	-16
COc1cc(C=O)ccc1OCC(=O)Nc1cccc(S(=O)(=O)N(C)c2ccccc2)c1	-1	-23	-1.0	-4	0	-4.2	-1	0.2	-3.2	-17
CCc1ccc(N(CC)C(=O)c2cn(C)c(=O)c3ccccc23)cc1	6	-17	0.7	2	-4	1.4	-2	2.0	-1.5	-19
COc1cccc(-n2c(SCC(=O)NC3CCS(=O)(=O)C3)nc3ccccc3c2=O)c1 (stereo not drawn)	-2	24	1.9	0	1	-0.4	1	3.4	-0.3	-12
CC1CCC2C(=O)N(c3ccc(C(=O)Oc4cccc5cccnc45)cc3)C(=O)C2C1 (stereo not drawn)	-10	7	2.1	4	.	-0.7	0	4.0	-0.5	1
CCOc1c(Br)cc(CNc2ncn[nH]2)cc1OC	2	-1	2.3	-2	-2	0.2	1	1.7	-1.9	-7
CC(=O)c1ccc(OC(=O)/C=C/c2ccccc2)cc1	-2	-16	2.3	2	0	-0.3	-3	1.1	1.6	-15
C=CCn1c(SC)nc2sc3c(c2c1=O)CCc1ccccc1-3	5	-25	2.7	.	5	-2.8	-13	0.6	-0.5	-5
CN1CCN(C(=S)NC(=O)c2ccc(Cl)cc2)CC1	11	-1	.	7	-2	-1.1	3	1.1	.	-16
c1coc(CNc2nc3sc4c(c3c3ncnn23)CCCC4)c1	5	-18	1.6	10	.	-0.6	-3	2.6	0.5	13
Cc1ccc(NC(=O)NCc2ccccn2)cc1	6	6	2.2	.	7	-2.9	-1	4.2	1.6	1
Cn1c(SCC(=O)Nc2sccc2C#N)nnc1-c1ccccc1	0	3	1.8	5	.	0.4	0	3.3	-2.1	-1
Cc1ccccc1-n1ncc2c1CC(C)(C)CC2NC(=O)C1CCC1 (stereo not drawn)	-1	10	3.4	-4	8	-2.8	-1	0.2	-0.9	-17
CC(=O)Nc1ccc(C(=O)NC2CCCC2)cc1	-6	-3	0.0	6	-3	-0.9	2	-0.8	-2.3	-15
Cn1nc(C(=O)NCCN2CCOCC2)c2ccccc2c1=O	2	.	-0.8	0	.	-1.7	-1	3.6	-0.9	-7
COc1ccc(C2C(C(=O)c3ccco3)=C(O)C(=O)N2CCc2ccccc2)cc1OC (stereo not drawn)	7	21	2.4	-5	2	-0.7	1	2.7	-1.7	9
COC(=O)c1ccc(COc2ccc(NC(C)=O)cc2)o1	-1	-7	3.9	-32	1	0.1	0	-0.5	-1.5	-18
COc1ccc(S(=O)(=O)N2CCC(C(=O)c3ccc4c(c3)OCCO4)CC2)cc1	2	1	2.8	0	-1	.	-6	2.2	0.7	-13
O=C(CCn1cccn1)Nc1ccc2c(c1)OCO2	1	-16	0.2	-5	5	-0.8	2	-0.5	-1.9	-11
COc1ccc(N2CCN(C(CNC(=O)C3CCCCC3)c3cccnc3)CC2)cc1 (stereo not drawn)	1	-22	0.8	1	.	-0.5	-3	4.2	2.0	-12
Cc1ccc(N2CC(C(=O)Nc3nnc(SCC(N)=O)s3)CC2=O)cc1 (stereo not drawn)	0	-3	0.9	-3	-2	-1.7	0	2.7	1.4	-14
CCOc1ccc(CSC(CC(=O)O)C(=O)O)cc1 (stereo not drawn)	-3	8	-0.7	-4	1	0.5	3	2.7	1.5	11
COCCNC(=O)COc1ccccc1Cl	-5	6	-0.9	10	.	.	1	0.4	-0.1	-6
O=C(NN=C1CCCCCCCCCCC1)c1ccncc1	11	41	3.2	-21	0	-2.4	2	2.6	-0.7	-6
CCC/C=N/NC(=O)C1COc2ccccc2O1 (stereo not drawn)	4	-10	0.0	5	1	-1.3	1	3.2	0.6	0
O=C(CN1C(=O)C2CCCCC2C1=O)Nc1ccccc1C(=O)O (stereo not drawn)	-11	-14	-1.2	-4	-2	-0.5	0	-0.7	-1.6	-17
COc1ccc(Cl)cc1Nc1nc(-c2sc(NC(=O)CC(C)C)nc2C)cs1	-2	3	3.6	0	-3	-2.1	1	1.7	-1.3	-15
COc1c2ccoc2c(OC(C)=O)c2oc(C)cc(=O)c12	1	19	-0.5	-2	2	1.0	1	0.9	0.8	-2
CC(=O)n1c(-c2ccccc2)c(-c2ccccc2)n(C)c1=O	-7	-6	2.0	-3	2	-0.7	0	2.4	0.5	7
COc1ccc(S(N)(=O)=O)cc1C(=O)OCC(=O)N1c2ccccc2NC(=O)C1(C)C	-12	0	0.5	-1	2	-1.4	-3	1.7	1.1	5
COC(=O)c1nn(Cc2ccccc2)c(=O)c2ccccc12	-5	8	3.4	-2	.	-2.4	2	5.0	-0.2	-6
CC1=C(C)CC(C(=O)NCc2cccc(Cl)c2)C(C(=O)O)C1 (stereo not drawn)	-6	-9	3.2	-8	-1	0.3	0	2.6	-1.2	-26
COc1ccc(/C=N/Nc2nc(C(=O)O)cs2)cc1	10	-5	3.2	-2	14	0.1	2	2.0	-0.9	-11
COc1ccc(-n2c(C)cc(/C=C3\SC(=O)NC3=O)c2C)cc1	-1	-21	-1.5	1	8	-3.3	0	-0.6	-2.6	-6
COc1ccc(-c2noc(CCC(=O)NCCN(C)Cc3ccccc3)n2)cc1	-9	16	2.5	-4	.	0.0	2	1.3	-2.2	-6
CCCN(c1nc(C)cc(OC)n1)S(=O)(=O)c1ccccc1	5	-33	2.1	3	-1	-0.7	-6	4.6	2.0	?
CC(C)(C)NC[C@@H](O)COc1cccc2c1CCCC2=O	-4	5	2.3	0	1	0.6	0	4.4	-0.7	2
O=C(NCCc1ccccc1)C(=O)NCC1CCCN1S(=O)(=O)c1cccs1 (stereo not drawn)	9	.	-0.8	8	-3	-1.9	0	-0.8	0.0	0
Cc1ccc(NP(=O)(Nc2ccc(C)cc2)Nc2ccc(C)cc2)cc1	1	-3	-1.0	-13	-5	-0.4	-16	1.5	1.1	-1
COc1ccc(N(CC(=O)NC2CCCC2)C(=O)Cn2nnc(-c3ccc(OC)c(OC)c3)n2)c(OC)c1	-14	9	2.0	11	2	-3.9	-1	3.0	-1.3	-1
COc1cc2nc(CN(C)Cc3ccc(OC)c(OC)c3OC)[nH]c(=O)c2cc1OC	1	-35	0.8	-3	2	-1.9	-3	1.9	2.4	-15

(listing goes on)
SMILES	Tat transport	PfHsp90 yeast 2	AddAB inh	Rtt109 HAT inh	Wnt bcat act	CAL PDZ inh	DAGLB inh	phage Ecoli inh	Ecoli viability	PvdQ acylase
Cc1ccc(Nc2nnc(SCC(O)=C(C#N)c3nc4ccccc4[nH]3)s2)c(C)c1	4	-4	.	-4	-5	-0.6	7	0.8	.	-6
CC(=O)N1CCN(C(=S)Nc2cc(S(=O)(=O)N3CCOCC3)ccc2Cl)CC1	-6	7	1.0	17	1	-1.4	-1	2.1	0.5	-2
Cc1nc2ccc([N+](=O)[O-])cc2c(=O)n1Cc1ccc([N+](=O)[O-])cc1	2	9	1.9	2	-1	.	2	-0.2	-0.8	-11
COc1cccc(Cn2cc(C(=O)NCCN(C)C)nn2)c1	-2	-1	2.4	1	-3	0.4	-1	2.8	-2.2	-14
COc1cc(OC)nc(Oc2ccc(NC(C)=O)cc2)n1	-7	20	2.8	0	-6	-2.6	3	2.6	1.0	-9
Cc1nc(NC(=O)CCN2C(=O)C3CC=CCC3C2=O)sc1C (stereo not drawn)	1	2	2.4	-3	5	-1.8	2	1.6	0.7	-10
CCn1c(C(=O)N2CCC(C(=O)NCc3ccc4c(c3)OCO4)CC2)cc2sccc21	1	-28	.	3	-3	-0.5	1	0.9	.	-17
